TIM10 inh – inhibits growth of TIM10 yeast strain. S. cerevisiae TIM10 strain growth, BacTiter-Glo luminescence, 24 h. inhibition, % at 10 µM. 1.4% of 330,000 active;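 active means inhibition of 40% or more at the single tested concentration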;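 further: wild-type TIM10 isogenic control strain grown at permissive 25 °C; 0% = DMSO yeast wells and 100% = minimal medium wells without yeast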
mIAP inh – mouse IAP inhibition | purified mouse IAP, CDP-Star luminescence, 30 min | inhibition, % at 10 µM | 0.2% of 330,000 active;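 active means inhibition of at least 40% at 10 µM in the primary screen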;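 further: plate controls were DMSO with enzyme for no effect and no enzyme wells for full effect; values of inactives mirror those of a sister screen read the other way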
NALP3 yeast inh – blocks the NALP3 inflammasome reconstituted in yeast | Yeast reconstituted NLRP3/ASC/caspase-1, beta-gal luminescence, 24 h | AID 2825 | 0.39% of 330,000 active | inhibition, % at 10 µM;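 active means inhibition of 50% or more; inactive means inhibition below 50%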;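 further: plate controls were induced DMSO wells for no effect and uninduced yeast grown without galactose for full effect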
ATG4B inh – ATG4B (human) cysteine protease inhibition; Q9Y4P1; ATG4B cleavage of LC3-PLA2, NBD-HPC fluorescence, 1 h; inhibition, % at 8.33 µM; 0.51% of 340,000 active; AID 504462; in the data active means inhibition above about 40%
Target sequence (Q9Y4P1 whole entry, looked up): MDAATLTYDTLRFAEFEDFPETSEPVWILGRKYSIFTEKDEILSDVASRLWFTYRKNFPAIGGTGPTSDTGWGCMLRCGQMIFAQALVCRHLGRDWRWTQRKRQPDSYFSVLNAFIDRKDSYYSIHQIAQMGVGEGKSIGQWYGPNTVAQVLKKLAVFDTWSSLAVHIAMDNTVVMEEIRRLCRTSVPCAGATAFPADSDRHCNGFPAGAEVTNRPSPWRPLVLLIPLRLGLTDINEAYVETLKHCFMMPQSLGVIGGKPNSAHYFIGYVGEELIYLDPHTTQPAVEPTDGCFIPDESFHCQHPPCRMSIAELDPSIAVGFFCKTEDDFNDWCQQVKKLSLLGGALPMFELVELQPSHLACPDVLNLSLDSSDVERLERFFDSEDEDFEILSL
mIAP activ – mouse IAP activation; muIAP, CDP-Star luminescence, 30 min; stronger effect = higher value; 1 = vehicle-only enzyme signal, 0 = enzyme-free wells; activation factor at 10 µM; 0.24% of 330,000 active;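 active means activation factor of at least 2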; further: the source names both 10 and 20 µM as test concentration; values of inactives mirror those of a sister screen read the other way
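Assay system: mouse IAP enzyme / Compound: DMSO-dissolved test compounds / Timing: 30 min, room temperature / Measured by: luminescence from enzymatic CDP-Star hydrolysis / Control set: DMSO-only wells, enzyme-free buffer wells as negative control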
Apaf-1 inh – inhibitors of human Apaf-1 apoptosome | inhibition, % at 20 µM | reconstituted apoptosome caspase-3 activity, DEVD-Rh110 fluorescence | 0.71% of 330,000 active | AID 489030 | O14727; active means inhibition of at least 40% at 20 µM;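 further: plate controls were DMSO wells for no effect and DEVD-CHO caspase inhibitor wells for full effect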
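Material: reconstituted apoptosome with Apaf-1, cytochrome c, caspase-9, procaspase-3, dATP; medium: pH 7.5 Hepes buffer with CHAPS, BSA, DTT; also added: cytochrome c and DEVD-Rh110 substrate; timing: 30 min plus 50 min, RT; signal: Rh110 fluorescence intensity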
tim10-1 inh – growth inhibitors of tim10-1 mutant yeast; S. cerevisiae tim10-1 ts strain growth, BacTiter-Glo, 24 h; 2.2% of 330,000 active; inhibition, % at 20 µM;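 active means inhibition of at least 40%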;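 further: mutant grown at 25 °C; 0% = DMSO wells with yeast and 100% = wells holding no yeast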
hIAP act – human IAP activation | AID 2524 | activation factor at 10 µM | 0.16% of 330,000 active | P09923 | purified human IAP, CDP-Star luminescence, 30 min; stronger effect = higher value; 1 = vehicle-only enzyme, 0 = enzyme-free background;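 active means activation factor of the enzyme at least 2-fold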; further: the source names both 10 and 20 µM as test concentration; values of inactives mirror those of a sister screen read the other way
Target sequence (P09923 whole entry, looked up): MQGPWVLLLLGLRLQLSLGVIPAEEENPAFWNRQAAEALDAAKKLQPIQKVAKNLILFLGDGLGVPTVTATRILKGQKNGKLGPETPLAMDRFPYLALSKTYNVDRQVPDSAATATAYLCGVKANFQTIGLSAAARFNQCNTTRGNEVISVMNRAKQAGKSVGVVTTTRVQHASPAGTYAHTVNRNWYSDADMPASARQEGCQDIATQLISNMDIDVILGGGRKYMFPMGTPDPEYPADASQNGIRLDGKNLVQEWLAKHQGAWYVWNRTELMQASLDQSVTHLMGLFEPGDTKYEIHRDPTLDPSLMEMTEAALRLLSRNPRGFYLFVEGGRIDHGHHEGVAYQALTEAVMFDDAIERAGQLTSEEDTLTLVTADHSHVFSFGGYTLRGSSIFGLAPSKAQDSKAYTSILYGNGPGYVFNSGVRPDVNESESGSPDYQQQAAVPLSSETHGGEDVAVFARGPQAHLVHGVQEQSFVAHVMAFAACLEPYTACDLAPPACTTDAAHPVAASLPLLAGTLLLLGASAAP
hIAP block – human IAP inhibition; AID 2544; inhibition, % at 10 µM; P09923; 0.12% of 330,000 active; purified IAP, CDP-Star luminescence, 30 min;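 active means inhibition reaching a set limit with compound at 10 µM in the primary screen, cut at about 35% in these data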;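 further: plate controls were DMSO wells with enzyme for no effect and no-enzyme buffer wells for full effect; values of inactives mirror those of a sister screen read the other way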
Numbers without * were called inactive; · = no result given; & = joins results of further samples.

SMILES	TIM10 inh	mIAP inh	NALP3 yeast inh	ATG4B inh	mIAP activ	Apaf-1 inh	tim10-1 inh	hIAP act	hIAP block
CCN(CC)C(=O)C1CCCN(C(=O)Nc2ccc(NC(=O)N3CCCC(C(=O)N(CC)CC)C3)cc2)C1 (centres undefined)	-16	-11	16	-9	1.1	-10	0	0.73	27
Cc1ncc(S(=O)(=O)c2ccc(Cl)cc2)c(N)n1	5	-3	6	-3	1	-4	17	1.1	-11
O=C(O)c1cccc(S(=O)(=O)Nc2ccccc2Cc2ccccc2)c1	7	3	7	2	0.97	2	-2	0.87	13
COC1CCCCC1Nc1ccc(C)c(C)c1 (centres undefined)	5	1	9	-2	0.99	-9	-1	0.92	8
Nc1nonc1-n1nnc(C(=O)N/N=C/c2ccncc2)c1CSc1ccc(Cl)cc1	-11	9	6	-11	0.91	9	-10	0.77	23
O=C(O)c1cccc(NC(=O)c2cn(-c3ccccc3)nc2-c2cc3ccccc3o2)c1	15	6	9	36	0.94	23	0	0.88	12
COc1ccc(CNC(=O)COC(=O)c2ccc3ccccc3n2)cc1	6	-10	8	-6	1.1	5	-4	1.1	-14
Cc1c(OCC(=O)NCCCN2CCCC2=O)ccc2c3c(c(=O)oc12)CCC3	4	0	11	-1	1	0	15	1.1	-11
O=C(CCc1nc2ccccc2c(=O)[nH]1)NNC(=O)c1cccc(Cl)c1	0	20	10	4	0.8	1	-9	0.92	8
COc1ccc(/C=N/NC(=O)C2C(C=C(Cl)Cl)C2(C)C)c(OC)c1 (centres undefined)	18	-35	-2	2	1.4	25	30	1.1	-8
CCOC(=O)C1=C(N)OC(C)=C(C#N)C1c1ccco1 (centres undefined)	-5	2	-1	-6	0.98	-1	23	1.1	-10
O=c1[nH]nc(SCc2nnc(-c3cccc(Cl)c3)o2)n1C1CCCCC1	3	-7	5	10	1.1	8	26	1.2	-23
CC1(C)c2[nH]c3ccccc3c2C[C@@H]2C(=O)N(Cc3ccc(F)cc3)C(=O)N21	39	-4	13	-9	1	17	45*	1.1	-7
Fc1nc(F)c(F)c(NCCCNc2c(F)c(F)nc(F)c2F)c1F	55*	-20	25	-4	1.2	9	54*	1	-2
CC1=Nc2cc(C(=O)NCCCOC(C)C)ccc2Sc2ccccc21	12	0	-3	1	1	-8	13	0.94	6
CNC(=S)NNC(=O)c1cccn(Cc2ccccc2)c1=O	-3	15	13	2	0.85	-2	-3	1.5	-54
O=C(O)CCc1ccc(-c2ccc(Cl)cc2)n1CCC(=O)O	-11	5	18	36	0.95	-5	3	0.88	12
O=C(Nc1c(-c2cccs2)nc2ccccn12)c1ccc2ccccc2c1	-15	-7	4	·	1.1	26	-3	0.98	2
Cc1cc(NC(=O)c2cccc(S(=O)(=O)N3CCCC3)c2)no1	-14	-2	-3	1	1	-6	19	0.95	5
CC1CCN(Cc2c(C(=O)N/N=C/c3ccccc3O)nnn2-c2nonc2N)CC1	24	4	10	5	0.96	4	-12	1.6	-56

Reprinted at random: 2 entries already listed.
SMILES	TIM10 inh	mIAP inh	NALP3 yeast inh	ATG4B inh	mIAP activ	Apaf-1 inh	tim10-1 inh	hIAP act	hIAP block
CC1=Nc2cc(C(=O)NCCCOC(C)C)ccc2Sc2ccccc21	12	0	-3	1	1	-8	13	0.94	6
O=C(Nc1c(-c2cccs2)nc2ccccn12)c1ccc2ccccc2c1	-15	-7	4	·	1.1	26	-3	0.98	2

3 of the entries above in order of their number in hIAP block, low to high.
| SMILES | TIM10 inh | mIAP inh | NALP3 yeast inh | ATG4B inh | mIAP activ | hIAP act | hIAP block |
| --- | --- | --- | --- | --- | --- | --- | --- |
| Cc1ncc(S(=O)(=O)c2ccc(Cl)cc2)c(N)n1 | 5 | -3 | 6 | -3 | 1 | 1.1 | -11 |
| CCOC(=O)C1=C(N)OC(C)=C(C#N)C1c1ccco1 (centres undefined) | -5 | 2 | -1 | -6 | 0.98 | 1.1 | -10 |
| CC1(C)c2[nH]c3ccccc3c2C[C@@H]2C(=O)N(Cc3ccc(F)cc3)C(=O)N21 | 39 | -4 | 13 | -9 | 1 | 1.1 | -7 |

Continuation.
SMILES	TIM10 inh	mIAP inh	NALP3 yeast inh	ATG4B inh	mIAP activ	Apaf-1 inh	tim10-1 inh	hIAP act	hIAP block
CCOC(=O)/C(C#N)=C/c1cc2ccccc2nc1N1CCCCC1	12	18	-10	21	0.82	4	30	0.83	17
CCOc1cc(/C=N/NC(=O)c2cc(C)n(-c3ccc(F)cc3)c2C)ccc1O	15	9	-39	-14	0.91	-22	16	0.97	3
COc1ccc(C2C(C(C)=O)=C(O)C(=O)N2CCc2c[nH]c3ccccc23)cc1OC (centres undefined)	-11	-1	9	-3	1	30	19	1.1	-10
Cc1ccc(S(=O)(=O)NCCC(=O)OCn2nnc3ccccc3c2=O)cc1	-11	-5	11	-9	1.1	7	18	0.95	4
Cc1ccc(NC(=S)NCC23C=CC(O2)C2C(=O)N(c4ccc(C)cc4)C(=O)C23)cc1 (centres undefined)	11	-9	2	-2	1.1	17	36	0.98	2
N=c1sccn1CC(=O)Nc1ccc(SC(F)F)cc1	16	1	12	8	0.99	5	0	1.1	-10
CC(=O)c1ccc(Nc2c3c(nc4ccccc24)CCCC3)cc1	-24	1	-15	7	0.99	7	-8	0.92	8
CC(Sc1n[nH]c(-c2ccccc2F)n1)C(=O)Nc1ccc(S(N)(=O)=O)cc1 (centres undefined)	6	-2	4	-7	1	0	-6	0.87	13
Fc1ccc2nc(C3CCN(Cc4nc(CC5CC5)no4)CC3)[nH]c2c1	-15	-9	3	-10	1.1	0	14	1.1	-6
COc1ccc(CNC(=O)c2cccc(S(=O)(=O)N3CCN(C)CC3)c2)cc1	9	9	13	-5	0.91	4	-7	1	-4
Cc1ccc(CN2C(=O)c3ccccc3NC23CCN(Cc2ccccc2)CC3)cc1	-1	-42	-3	11	1.4	26	5	1.2	-22
CCCOc1ccc(S(=O)(=O)n2cc(F)c(=O)[nH]c2=O)cc1	-6	2	-4	-8	0.98	4	17	1	-2
Cc1ccc(Nc2nc(N)nc(COC(=O)c3ccc(Br)o3)n2)cc1	-17	3	9	-16	0.97	14	11	0.97	3
COc1ccc2nc(SCC(=O)Nc3ccc(S(=O)(=O)Nc4nccc(C)n4)cc3)[nH]c2c1	-6	13	6	-4	0.87	1	6	1.1	-6
CCN(C(=O)C(C)N1C(=O)/C(=C/c2ccco2)SC1=S)C1CCS(=O)(=O)C1 (centres undefined)	21	51*	-4	-7	0.49	25	13	1	0
CCOc1ccc(CCNC(=O)CS(=O)Cc2nc(-c3ccccc3Cl)oc2C)cc1OCC (centres undefined)	12	7	8	-7	0.93	-2	17	1.2	-23
CSc1nc(-c2ccc(Cl)cc2)nc(N)c1C#N	15	8	31	1	0.92	-18	-2	0.83	17
CCN1CCN(C(=O)CCn2c(=O)c3cccn3c3cccnc32)CC1	-10	4	3	-4	0.96	-17	-5	0.89	11
O=C(CCN1C(=O)/C(=C/c2ccc3c(c2)OCO3)SC1=S)Nc1cccc(C(=O)O)c1	11	13	17	-1	0.87	3	33	0.9	10
O=C(NCCSC1CCCCC1)c1ccccc1	-5	-4	37	-11	1	0	16	0.99	1
CC1(CCc2ccc(O)cc2)NC(=O)NC1=O (centres undefined)	0	15	0	-8	0.85	-11	5	0.99	1
CC(C(=O)N(C)C1CCS(=O)(=O)C1)N1C(=O)/C(=C/c2ccc(F)cc2)SC1=S (centres undefined)	13	3	20	2	0.97	12	27	1.1	-9
COc1ccc(C(=O)NC(=S)N2CCCCC2)cc1	-10	0	7	-3	1	-10	4	0.91	9
CCOc1ccc(NC(=O)CSc2nnc(-c3ccccn3)n2N)cc1	-3	-7	7	-4	1.1	0	22	1.1	-10
COC(=O)C1=C[C@@H](C(=O)OC)C2C3=C(C(=O)C24CCCCC4)[C@H](C)n2c(=O)n(-c4ccccc4)c(=O)n2[C@@H]3C1 (some centres undefined)	9	8	16	6	0.92	5	9	0.86	14
O=C1C(Cl)=C(NCCN2CCOCC2)C(=O)c2ccccc21	22	0	23	0	0.99	46*	25	0.84	16
Cc1ccc(S(=O)(=O)NNC(=S)NCCc2ccccc2)cc1	15	5	-1	1	0.95	2	12	1.1	-9
COc1ccccc1NS(=O)(=O)c1cc(NC(=O)CNC(=O)c2ccccc2)ccc1C	8	-1	9	-13	1	7	7	0.95	5
N#C/C=C1\n2c(nc3ccccc32)OC12CCCCC2	-1	-12	1	-3	1.1	3	40	0.98	2
CCN(CC(=O)Nc1c(F)cccc1F)C(=O)CN(C)S(=O)(=O)c1ccc(F)cc1	3	8	3	5	0.93	-1	-1	0.98	2
Cn1c(=O)oc2cc(S(=O)(=O)N3CCc4ccccc43)ccc21	-18	3	-4	-6	0.97	-6	-6	1	-2
O=C(OCCN1C(=O)c2ccccc2C1=O)C1CC(O)CN1S(=O)(=O)c1ccc(Cl)cc1 (centres undefined)	0	5	16	1	0.95	-9	-16	0.98	2
Cc1nc2c(-c3ccc(Cl)cc3)c(C)[nH]n2c(=O)c1Cc1ccccc1	-1	8	16	-2	0.92	21	5	0.9	10
OC(COc1ccc(Cl)c2ccccc12)CN1CCN(c2ccccn2)CC1 (centres undefined)	7	10	49	-30	0.9	22	1	0.96	4
CC(N)C12CC3CC(CC(C3)C1)C2 (centres undefined)	2&-2	2&6	-4&8	-6&2	0.98&0.94	-15&-11	-4&-7	1&0.94	-4&6
COc1ccc(C[C@H]2CN3C(=NC[C@H]3C)N2CCNC(=O)CCC2CCCCC2)cc1	-11	-5	18	6	1	9	-8	0.91	9
CCOc1c2ccc(C(=O)NCc3ccc4c(c3)OCO4)cc2nn1C	-4	4	-4	-2	0.96	4	1	1	-1
COCCNC(C(=O)Nc1ccc(C)cc1[N+](=O)[O-])c1ccccc1 (centres undefined)	29	4	6	-12	0.96	-1	37	1	0
Cc1cc(C)n(CC(=O)n2c3ccccc3c3ccccc32)n1	17	1	3	-2	0.99	1	10	0.95	5
Cc1ccc2c(c1)C(=O)CC(O)(C(F)F)O2 (centres undefined)	4	-6	12	4	1.1	-71	4	0.92	8
Cc1[nH]cnc1CSCc1ccc(F)cc1	-15	4	9	6	0.96	-32	11	1.2	-17
COC(=O)C1=C(C)N(CC2CC2)C(=O)N[C@H]1c1ccccc1	-1	10	5	7	0.9	-3	-20	1	-3
O=C(O)c1ccc(-n2nnnc2SCc2cccc(Br)c2)cc1	4	9	7	1	0.91	1	-8	1.1	-12
CC(C)c1c(C(=O)N/N=C/C=C/c2ccccc2)nnn1-c1nonc1N	-12	12	0	-9	0.88	-4	25	1.4	-38
COc1cc(NC(=O)c2cccs2)c(C(=O)OCC(=O)NC(=O)NCc2ccccc2)cc1OC	21	4	3	-8	0.96	7	24	0.8	20
c1ccc(-c2nc(-c3cccs3)[nH]c2-c2ccccc2)cc1	35	-13	-36	11	1.1	4	27	0.83	17
Cc1c(C(=O)C(=O)N2CCCc3ccccc32)c2ccccc2n1C	16	-7	-2	-11	1.1	15	43*	1.2	-22
CCCC(=O)Nc1cc2c3c(c1)CCN3C(=O)CC2	0	2	2	-3	0.98	-17	12	1	0
O=C(Nn1cnnc1)c1ccc(Cl)cc1	-1	-3	-8	1	1	1	5	1.2	-20
COc1ccccc1-c1nnc2sc(C3CCCCC3)nn12	2	-8	47	-1	1.1	11	43*	1	0
O=C(Nc1nnc(-c2ccco2)o1)C1CCCCC1	-8	-15	4	-3	1.1	-1	-14	1	0
O=C(NCc1ccccn1)c1ccco1	1	1	-5	-2	0.99	0	4	0.97	3
Cc1ccc(CNC(=O)c2ccc3c(=O)n4c(-c5ccc(C)cc5)csc4nc3c2)cc1	-1	-1	4	2	1	-6	-16	0.95	5
COc1ccc(OCC(=O)Nc2ccc3nc(C)sc3c2)cc1	3	-8	21	-11	1.1	-24	-43	1.1	-7

Assay outcomes from PubChem BioAssay.
